M4 ag = human M4 muscarinic receptor agonists, primary screen, CHO-K1 cells, Fluo-8 calcium fluorescence. Muscarinic acetylcholine receptor M4 (Homo sapiens), P08173. CHO-K1 hM4/Gqi5; vehicle 0%, full acetylcholine response 100%. activation, % at 3 µM. hit rate 0.14% among 360,000. AID 624127, 2012;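 active = activation above the run mean over all test wells plus 3 SD, cut at about 32% in these data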;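 also: peak over basal fluorescence ratio per well then scaled between controls; 0% = DMSO wells and 100% = acetylcholine at EC100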
M5 PAM = human M5 muscarinic receptor positive allosteric modulators, primary screen, CHO-K1 cells, Fluo-8 calcium fluorescence; hit rate 0.3% among 360,000; AID 624038, 2012; activation, % at 3 µM; Muscarinic acetylcholine receptor M5 (Homo sapiens), P08912; CHO-K1 hM5, ACh EC20 PAM; 0% = ACh EC20, 100% = ACh EC100;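 active = activation above the run cutoff, the mean activation of all test compounds plus 3 SD, cut at about 18% in these data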
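Replicates: One well per compound, no replicates | System: Human M5 receptor in CHO-K1 cells | Benchmarks: Low control EC20 acetylcholine (0%), high control EC100 acetylcholine (100%) | Probe or stimulus: Acetylcholine, EC20 level | Times: Fluo-8 loading 80 min at 37 °C plus 30 min room temperature | Signal: Intracellular calcium via Fluo-8 fluorescence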
CHRM1 PAM = human M1 muscarinic receptor positive allosteric modulators, primary screen, CHO-K1 cells, Fluo-8 calcium fluorescence, 1536-well; Muscarinic acetylcholine receptor M1 (Homo sapiens), P11229; CHO-K1 hM1, ACh EC20; 0% = ACh EC20, 100% = maximal ACh; activation, % at 3 µM; hit rate 0.088% among 360,000; AID 588819, 2011; in the data active = activation above about 19%, passing the limit was not always enough
Target sequence (P11229 whole entry, looked up): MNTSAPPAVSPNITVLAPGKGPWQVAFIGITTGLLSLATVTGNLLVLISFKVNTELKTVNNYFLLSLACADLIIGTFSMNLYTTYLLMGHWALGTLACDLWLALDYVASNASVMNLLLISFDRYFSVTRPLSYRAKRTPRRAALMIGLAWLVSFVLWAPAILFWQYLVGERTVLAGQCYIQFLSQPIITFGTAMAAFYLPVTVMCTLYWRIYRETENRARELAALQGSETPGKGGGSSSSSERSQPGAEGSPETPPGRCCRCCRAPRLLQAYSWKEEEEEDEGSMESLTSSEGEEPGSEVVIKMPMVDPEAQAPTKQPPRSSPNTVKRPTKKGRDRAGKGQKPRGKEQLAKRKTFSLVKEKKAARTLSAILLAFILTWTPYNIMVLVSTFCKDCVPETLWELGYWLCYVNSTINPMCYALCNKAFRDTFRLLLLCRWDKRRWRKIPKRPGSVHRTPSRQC
M5 antag = human M5 muscarinic receptor antagonists, primary screen, CHO cells, Fluo-8 calcium fluorescence | hit rate 0.59% among 360,000 | Muscarinic acetylcholine receptor M5 (Homo sapiens), P08912 | inhibition, % at 3 µM | CHO-hM5 cells, ACh EC80 | AID 624040, 2012;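 active = inhibition above a per-plate cutoff, the mean of that plate's test compounds plus 3 SD, cut at about 27% in these data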;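 also: 0% = acetylcholine EC80 with DMSO and 100% = DMSO without agonist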
M5 ag = human M5 muscarinic receptor agonists, primary screen, CHO-K1 cells, Fluo-8 calcium fluorescence | hit rate 0.19% among 360,000 | activation, % at 3 µM | AID 624037, 2012 | CHO-K1 hM5 cells; 0% DMSO wells, 100% maximal acetylcholine response | Muscarinic acetylcholine receptor M5 (Homo sapiens), P08912;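 active = activation above the run's mean over test compounds plus 3 SD, cut at about 23% in these data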;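 also: signal is peak over basal fluorescence ratio across the kinetic read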
CHRM1 antagonist = human M1 muscarinic receptor antagonists, primary screen, CHO-K1 cells, Fluo-8 calcium fluorescence, 1536-well | CHO-K1 hM1, ACh EC80 antagonist | inhibition, % at 3 µM | Muscarinic acetylcholine receptor M1 (Homo sapiens), P11229 | hit rate 1.3% among 360,000 | AID 588852, 2011;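 active = percent inhibition above its own plate's cutoff, namely the mean of that plate's compound wells plus 3 SD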;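 also: peak over basal fluorescence ratio during 140 s after agonist addition; 0% = ACh EC80 plus DMSO and 100% = DMSO alone without agonist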
CHRM1 agonist = human M1 muscarinic receptor agonists, primary screen, Fluo-8 calcium fluorescence, CHO-K1 cells, HTS; AID 588814, 2011; CHO-K1 hM1, agonist mode; 0% DMSO, 100% acetylcholine EC100; hit rate 0.33% among 360,000; activation, % at 3 µM; Muscarinic acetylcholine receptor M1 (Homo sapiens), P11229;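 active = activation above the run's mean compound activation plus 3 SD, cut at about 16% in these data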;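 also: peak over basal fluorescence ratio within a 140 s kinetic read after compound addition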
TAAR1 ag = human TAAR1 agonists, primary screen, Fluo-8 calcium fluorescence, CHO RD-HGA16 cells | vehicle wells 0%, saturating PEA agonist 100% | activation, % at 3 µM | hit rate 0.99% among 360,000 | AID 624467, 2012;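 active = activation above the mean activation of all test compounds in the run plus 3 SD, cut at about 38% in these data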
Target sequence (Q96RJ0 whole entry, looked up): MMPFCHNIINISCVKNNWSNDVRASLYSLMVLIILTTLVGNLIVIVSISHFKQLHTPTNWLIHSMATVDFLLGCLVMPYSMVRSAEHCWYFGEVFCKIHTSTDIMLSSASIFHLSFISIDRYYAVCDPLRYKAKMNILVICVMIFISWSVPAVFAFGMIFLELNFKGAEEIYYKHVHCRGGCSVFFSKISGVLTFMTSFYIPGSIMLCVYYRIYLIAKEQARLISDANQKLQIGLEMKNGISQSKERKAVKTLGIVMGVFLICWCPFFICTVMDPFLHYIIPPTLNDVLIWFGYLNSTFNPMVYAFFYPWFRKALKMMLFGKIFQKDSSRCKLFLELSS
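Benchmarks: low control DMSO, high control PEA (EC100); System: CHO RD-HGA16 cells carrying human TAAR1 plus Gα16; Detection: Fluo-8 fluorescence, 5 s baseline then 140 s kinetic read; Schedule: 17-24 h plating, Fluo-8 75 min 37 °C, 30 min RT; Read-out basis: % activation from peak over basal fluorescence ratio, DMSO-to-PEA scaled.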
CHRM4 antagonist = human M4 muscarinic receptor antagonists, primary screen, CHO cells, Fluo-8 calcium fluorescence. CHO-hM4 cells, ACh EC80. Muscarinic acetylcholine receptor M4 (Homo sapiens), P08173. AID 624125, 2012. hit rate 0.73% among 360,000. inhibition, % at 3 µM;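 active = inhibition above its plate's cutoff, the mean inhibition of sample wells plus 3 SD, cut at about 27% in these data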;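 also: 0% = acetylcholine EC80 with DMSO and 100% = DMSO without agonist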
Active calls of the source: *; . = not tested or not shown. A portion of the library. The share of hits here may be higher or lower than overall.

M4 ag	M5 PAM	CHRM1 PAM	M5 antag	M5 ag	CHRM1 antagonist	CHRM1 agonist	TAAR1 ag	CHRM4 antagonist	molecule
12.5	-9.4	-6.2	13.8	1.7	-11.9	-11.3	-0.9	-8.4	CC(=O)c1cccc(NC(=O)CN2CCc3cc4c(cc3C2C)OCCCO4)c1 (stereo unspecified)
-1.4	7.6	-1.6	-11.1	4.4	8.9	-0.1	.	-4.5	COc1ccc(NC(=O)CSc2nnc(Cc3cccs3)n2-c2ccc(C)cc2)cc1
4.6	-0.3	2.2	-2.2	-3.7	-7.1	-2.5	0.3	-6.7	Cc1ccc(C(=O)NC(C)c2ccc(C)c(C)c2)s1 (stereo unspecified)
7.4	2.8	8.0	-16.1	4.6	-15.9	-1.1	3.8	-10.5	Cc1cc([N+](=O)[O-])ccc1NC(=O)c1cccc(NC(=O)C(C)C)c1
0.4	-2.9	9.1	1.0	-1.0	-42.2	1.9	4.3	2.9	Cc1ccc(C(=O)N2CCN(C(=O)CN3CCOCC3)C2)cc1
0.2	15.6	4.0	-1.1	1.7	-9.3	-1.5	5.7	-2.4	Cc1cc(C)c(NC(=O)C2CCCO2)c(C)c1 (stereo unspecified)
-0.5	-3.7	11.3	0.1	-2.6	-10.2	-2.2	1.3	4.8	N/C(CSc1nc(-c2ccccc2)c(-c2ccccc2)o1)=N\O
1.2	1.2	9.1	4.3	-6.3	-19.4	-5.4	-1.3	-3.7	COc1ccc2ccc3ccc(OC)c(OC(C)=O)c3c2c1
0.1	-1.8	13.2	7.6	-2.2	-13.0	0.7	6.8	-9.1	O=C(Nc1ccc([N+](=O)[O-])cc1)Nn1cnnc1
0.7	0.4	2.4	7.1	-0.6	0.2	-5.6	1.5	0.5	COc1ccc(N2C(=O)CCC(C(=O)NCCCN3CCC(C)CC3)C2c2ccc(OC)c(OC)c2)cc1 (stereo unspecified)
-0.3	0.6	6.1	5.1	-1.3	-4.0	-8.1	1.5	6.3	CC(=O)N(C)c1ccc(NS(=O)(=O)c2cc(Cl)ccc2Cl)cc1
0.1	4.4	5.2	9.7	-4.5	-4.3	-5.7	0.3	8.8	CCOc1ccc(NC(=O)CCc2nnc3ccc(N4CCC5(CC4)OCCO5)nn23)cc1
0.5	2.2	6.3	-5.2	5.6	-3.2	12.1	2.2	-24.1	O=C(Nc1ccc(Cl)cc1F)C1CC(=O)N(Cc2ccco2)C1 (stereo unspecified)
0.9	-0.7	3.1	2.1	2.0	2.1	-0.8	5.0	7.2	COC(C(=O)Nc1ccnn1C1CCN(Cc2cnn(C)c2)CC1)c1ccccc1 (stereo unspecified)
0.7	-2.5	-1.2	7.5	-4.2	-0.2	-5.2	0.3	-3.1	Cc1ccc(OCCCC(=O)Nc2ccc(Br)cc2)cc1
-1.4	2.1	10.9	-2.3	-1.9	-9.1	-1.3	2.8	9.9	COc1ccc(/C=C/c2nc3ccccc3c(=O)o2)cc1
13.5	-4.8	-5.0	4.5	0.8	-4.4	1.3	3.8	-10.7	CCOc1ncccc1C(=O)NNC(=O)c1cccc(S(=O)(=O)Nc2ccc(OC)cc2)c1
4.6	3.6	6.9	-0.1	-0.4	-3.7	-0.8	5.4	3.4	O=C(CSc1nnc(CNC(=O)c2cccs2)o1)Nc1cccc(F)c1
1.0	-6.3	0.3	4.7	-0.2	0.3	-1.1	3.4	-4.4	Clc1ccc2c(NNc3ccccc3Cl)ccnc2c1
-0.8	-3.3	1.3	-1.2	-7.2	3.1	-4.9	-0.2	0.6	C=CCN1C(=O)CN=C1Nc1cc(C)cc(C)c1
-2.2	-14.0	5.3	15.0	-4.0	-13.0	-5.6	3.4	-7.2	Clc1ccc(Sc2oc(/C=N/n3cnnc3)cc2Br)cc1
1.0	-1.5	8.4	10.4	-3.1	-13.9	-0.4	3.6	-3.5	Cc1c(NC(=O)c2cccs2)cccc1NC(=O)c1cccs1
2.5	-3.7	-3.4	-2.6	-4.9	-4.2	-1.1	6.4	-2.3	CCn1c(=O)c2cc(C(=O)NCCCOC)sc2c2ccccc21
21.6	-16.2	1.4	4.8	6.9	-2.2	3.5	13.4	-5.3	CC(=O)c1ccc(OCCCC(=O)Nc2ccc(Cl)c(S(=O)(=O)N3CCOCC3)c2)cc1
-0.1	-0.3	5.6	7.8	2.9	-8.6	-0.4	0.4	-12.7	CCOC(=O)c1[nH]cnc1C(=O)NCc1ccccc1
19.5	-13.5	2.4	4.5	0.9	-1.1	-3.2	16.7	0.6	Cc1nc(-c2ccccc2)sc1C(=O)Nc1ccc(S(N)(=O)=O)cc1
0.0	3.9	11.3	-9.1	0.9	-7.7	-2.4	1.1	-4.7	Cc1ccc(S(=O)(=O)c2ccc(Cl)cc2)cc1S(=O)(=O)NC(C)C(=O)O (stereo unspecified)
1.8	11.2	9.0	-12.5	-3.4	-2.9	-4.8	-3.0	-4.5	CCC1(C)Cc2c(sc3nc(NN)n(C)c(=O)c23)CO1 (stereo unspecified)
0.3	9.8	7.3	2.2	1.1	4.3	-2.9	12.2	3.8	Cc1c(NC(=O)Nc2ccccc2Cl)c(=O)n(-c2ccccc2)n1C
3.9	0.7	1.6	-4.8	0.3	4.5	-4.2	86.4*	10.1	CN(CCC#N)c1ccc(/C=C(\C#N)c2ccccn2)cc1
3.7	9.5	-1.9	-0.3	1.0	-5.2	-4.0	6.2	23.8	CCn1cc([N+](=O)[O-])c(C(=O)Nc2c(C)nn(Cc3c(F)c(F)c(F)c(F)c3F)c2C)n1
1.2	-0.8	3.8	6.8	-3.9	-4.6	-2.2	0.6	-3.1	O=C1CN(C(=O)COc2ccc(F)cc2Cl)c2ccccc2N1
1.4	-34.6	-4.2	13.9	-2.9	8.3	-5.0	5.3	6.0	O=C(Nc1cc(S(=O)(=O)N2CCCCC2)ccc1Cl)C1COc2ccccc2O1 (stereo unspecified)
0.4	5.1	2.6	2.6	3.1	-3.3	-2.4	0.8	-3.4	COCCN(Cc1ccccc1)C(=O)C1CCN(C(=O)Nc2ccccc2)CC1
1.0	-1.9	-2.3	-1.7	-2.0	6.1	-5.6	1.9	-11.9	C/C(=N\N=C1\NC(=O)CC(C(=O)O)S1)c1ccc(F)cc1 (stereo unspecified)
0.3	-13.4	-6.3	4.4	-4.8	2.6	-13.3	0.1	5.0	CN(C)CCNC(=O)c1ccc(CS(=O)(=O)c2c(Cl)cccc2Cl)o1
-0.8	-1.8	-3.4	4.0	-9.3	6.1	-7.4	4.7	16.9	Cc1ccc(-c2nnc(SCc3ccc(C#N)cc3)n2Cc2ccco2)cc1
3.4	11.9	3.6	-9.4	4.0	5.3	-2.3	1.2	-13.0	CCOC(=O)c1sc2nc(C)nc(SCC(=O)NC3CCS(=O)(=O)C3)c2c1C (stereo unspecified)
1.2	2.5	24.2	1.6	-1.5	-34.6	-0.3	2.1	-6.1	CC(=O)Nc1nn(C)c2nc3ccc(C)cc3cc12
1.6	-0.7	7.8	-8.8	-13.0	-9.9	-8.2	-0.8	-6.5	CSCCCN1CCCC(CO)(Cc2ccccc2F)C1 (stereo unspecified)
-1.8	6.1	6.9	-8.2	-9.6	-14.4	-8.3	2.8	-2.6	C#CCN1N=C(c2ccc(C)cc2)CSC1=O
1.5	0.9	2.1	0.0	-1.7	-3.8	-6.9	4.0	-14.0	COc1cc(F)ccc1-c1cc(C(=O)NCC2CCCCC2)[nH]n1
4.6	-9.3	-1.8	20.1	-2.4	-0.8	-4.6	7.4	1.9	Cc1ccc2cc(C(c3nnnn3Cc3ccccc3)N3CCN(c4ccccc4)CC3)c(=O)[nH]c2c1 (stereo unspecified)
-0.6	1.8	6.6	2.5	2.0	-13.2	0.6	1.2	3.1	CN(C(=O)c1cccc(NC(=O)Cc2ccc(NC(=O)C3CCCN(C(=O)C4CC4)C3)cc2)c1)C1CC1 (stereo unspecified)
1.1	1.9	5.5	-0.9	-1.5	-10.4	-3.1	0.8	-10.6	COc1ccc(CCN(C)C(=O)c2cc(=O)c3ccccc3o2)cc1OC
-0.7	-6.9	-1.4	16.4	-5.0	-3.2	-9.1	-3.2	10.8	Cn1c(Cn2nnc3ccccc32)nnc1SCC(=O)N1c2ccccc2CCc2ccccc21
1.0	-3.9	.	12.5	1.8	.	.	0.1	-4.0	COc1ccccc1-c1cn(CC[C@@H]2CC[C@H](NC(=O)C3CCC3)[C@@H](CO)O2)nn1
0.8	-5.0	5.8	3.4	2.9	-3.8	-7.4	6.2	-12.7	CC(C)OC(=O)c1cccnc1SCc1cc(=O)n2ccccc2n1
1.4	-8.2	5.8	10.1	-0.1	-4.1	-8.2	2.4	-1.5	Cn1c(=O)c2c(nc(N/N=C3\CCCc4ccccc43)n2Cc2ccc(F)cc2)n(C)c1=O
5.1	-5.0	9.2	13.1	2.8	-19.6	6.4	10.1	16.1	CCc1cc(-c2[nH]ncc2-c2ccc3c(c2)OCO3)c(O)cc1O
0.6	7.6	7.5	-14.9	-0.4	-10.0	-2.6	6.3	-5.0	COC(=O)[C@]1(C)N[C@H](CN(C)C(=O)Nc2ccc(OC)cc2)[C@@H]2C(=O)N(Cc3ccccc3)C(=O)[C@@H]21
3.3	-1.8	1.5	-7.6	3.9	-3.0	1.2	6.9	0.3	CCOc1ccc(NC(=O)CSc2nc(C)cc(C)n2)cc1
0.0	1.5	-1.8	3.2	-2.9	7.3	-7.3	-0.9	6.0	COc1ccc(C/C(C)=N/NC(=S)Nc2ccc(C(C)C)cc2)cc1
0.2	5.6	8.1	-7.4	-6.2	-22.9	-5.0	8.7	-6.4	O=C(CCNC(=O)Cn1ccc2ccccc2c1=O)NCCN1CCN(c2ccccc2F)CC1

Entries listed so far containing a COOH group (2):
M4 ag	M5 PAM	CHRM1 PAM	M5 antag	M5 ag	CHRM1 antagonist	CHRM1 agonist	TAAR1 ag	CHRM4 antagonist	molecule
0.0	3.9	11.3	-9.1	0.9	-7.7	-2.4	1.1	-4.7	Cc1ccc(S(=O)(=O)c2ccc(Cl)cc2)cc1S(=O)(=O)NC(C)C(=O)O (stereo unspecified)
1.0	-1.9	-2.3	-1.7	-2.0	6.1	-5.6	1.9	-11.9	C/C(=N\N=C1\NC(=O)CC(C(=O)O)S1)c1ccc(F)cc1 (stereo unspecified)
